MEP2 TOR yeast = modulators of TOR pathway MEP2-GFP in S. cerevisiae; S. cerevisiae MEP2-GFP strain, flow cytometry GFP, 3 h; 100% = DMSO control level; GFP response vs DMSO, % at 10 µM; hit rate 0.51% among 330,000; AID 2016;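 active = GFP response versus DMSO above a set limit, roughly screen mean plus 3 SD, cut at about 180% in these data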;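 also: median GFP fluorescence of the barcode-gated MEP2-GFP cells per well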
RPL19A TOR yeast = yeast TOR pathway RPL19A-GFP modulation | S. cerevisiae RPL19A-GFP strain, flow cytometry, 3 h; active compounds read low | percent response vs DMSO, % at 10 µM | hit rate 0.3% among 330,000 | AID 2025;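 active = percent response vs DMSO below 50%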;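 also: median channel GFP fluorescence of the barcoded RPL19A-GFP strain; ratio of sample median GFP to plate DMSO average so 100% = DMSO; lower means less RPL19A-GFP as with rapamycin TOR inhibition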
AHR act = activates the human aryl hydrocarbon receptor; hit rate 2.5% among 320,000; AHR-responsive luciferase reporter cells, luminescence; activation, % at 5 µM; AID 2796; P35869; in the data active = activation above about 47%;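 also: 0% = vehicle wells and 100% = reference agonist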
Target sequence (P35869 whole entry, looked up): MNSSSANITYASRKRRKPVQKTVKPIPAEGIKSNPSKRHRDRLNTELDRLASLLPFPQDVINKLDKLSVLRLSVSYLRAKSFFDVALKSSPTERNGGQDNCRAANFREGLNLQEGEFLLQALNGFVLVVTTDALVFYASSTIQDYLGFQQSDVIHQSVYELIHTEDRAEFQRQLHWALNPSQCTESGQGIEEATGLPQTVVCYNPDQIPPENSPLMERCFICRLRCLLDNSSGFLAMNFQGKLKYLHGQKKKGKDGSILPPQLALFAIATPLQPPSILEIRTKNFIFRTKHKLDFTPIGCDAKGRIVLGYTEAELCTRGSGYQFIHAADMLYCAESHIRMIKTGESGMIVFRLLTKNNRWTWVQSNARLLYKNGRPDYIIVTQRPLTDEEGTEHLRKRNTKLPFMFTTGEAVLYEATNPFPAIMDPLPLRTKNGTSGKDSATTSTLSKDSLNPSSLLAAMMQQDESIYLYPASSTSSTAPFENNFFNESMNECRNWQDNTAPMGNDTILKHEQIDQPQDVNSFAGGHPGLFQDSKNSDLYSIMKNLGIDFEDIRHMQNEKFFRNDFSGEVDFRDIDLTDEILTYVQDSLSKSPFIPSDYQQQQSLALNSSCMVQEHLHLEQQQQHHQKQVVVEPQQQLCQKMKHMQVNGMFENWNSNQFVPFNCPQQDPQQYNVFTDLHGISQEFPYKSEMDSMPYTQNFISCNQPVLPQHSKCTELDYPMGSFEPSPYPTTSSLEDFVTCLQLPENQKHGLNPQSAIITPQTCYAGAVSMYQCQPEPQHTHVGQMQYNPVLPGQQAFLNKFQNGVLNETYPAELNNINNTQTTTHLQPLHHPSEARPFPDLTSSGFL
LAP4-GFP MLPCN = modulators of TOR pathway LAP4-GFP in S. cerevisiae | S. cerevisiae LAP4-GFP multiplex, flow cytometry GFP, 3 h; median GFP as percent of DMSO wells | GFP response vs DMSO, % at 10 µM | hit rate 0.34% among 320,000 | AID 2023;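 active = GFP response vs DMSO above a set limit, about the screen mean plus 3 SD, cut at about 150% in these data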
Yeast superoxide = caloric restriction mimetics inhibiting age-related superoxide in yeast | S. cerevisiae aged cells, superoxide DHE fluorescence; active compounds read low | superoxide response (% of plate mean), % at 10 µM | hit rate 0.18% among 330,000;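 active = superoxide response under a set limit, about three screen SD below normal, cut at about 65% in these data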;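 also: yeast aged for seven days with compound at 30 °C before DHE staining; 100% = average MFI of all compound-treated wells on the plate with controls excluded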
Efflux pump mplx = inhibitors of Candida antifungal efflux pumps expressed in yeast. S. cerevisiae Candida pump triplex, Nile Red efflux. inhibition, % at 10 µM. hit rate 0.44% among 330,000;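 active = plate passing quality check with inhibition over a set limit, or well fluorescence over plate mean plus 4 SD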;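 also: Nile Red retained in pooled yeast measured as flow cytometry median fluorescence; 0% = buffer negative control and 100% = Enniatin B positive control; higher means more Nile Red kept so more efflux inhibition; some compounds called inactive have numbers as strong as hits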
AGP1 TOR yeast = modulators of TOR pathway AGP1-GFP in S. cerevisiae. GFP response vs DMSO, % at 10 µM. S. cerevisiae AGP1-GFP multiplex flow cytometry, 3 h; GFP as percent of DMSO wells. hit rate 0.02% among 320,000;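 active = GFP response relative to DMSO above a set limit, near screen average plus 3 SD, cut at about 150% in these data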;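 also: median GFP channel fluorescence of the gated AGP1 strain per well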
CIT2 TOR yeast = alters CIT2-GFP fluorescence in TOR pathway yeast screen. hit rate 0.065% among 320,000. S. cerevisiae CIT2-GFP strain, flow cytometry, 3 h; 100 means same as DMSO wells. GFP response vs DMSO, % at 10 µM;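 active = GFP response relative to DMSO above a set limit, near the screen mean plus 3 SD, cut at about 150% in these data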;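 also: ratio of well median GFP fluorescence to mean of DMSO wells on the plate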
* = called active by the depositor.

What do the screens show for `COc1ccc(NC(=O)CO/N=C/C(=O)Nc2ccccc2C)c([N+](=O)[O-])c1`?
MEP2 TOR yeast: 92; RPL19A TOR yeast: 89; AHR act: 13; LAP4-GFP MLPCN: 105; Yeast superoxide: 90; Efflux pump mplx: -0.1; AGP1 TOR yeast: 94; CIT2 TOR yeast: 91

How did O=C(NNC(=O)c1cc2cc(OC(F)(F)F)ccc2[nH]1)c1ccc(Cl)cc1 do in these assays?
MEP2 TOR yeast: 89; RPL19A TOR yeast: 94; AHR act: 5; LAP4-GFP MLPCN: 100; Yeast superoxide: 95; Efflux pump mplx: 0.0; AGP1 TOR yeast: 102; CIT2 TOR yeast: 102

Results for N#Cc1ncc(C(F)(F)F)cc1Sc1ccccc1N ?
MEP2 TOR yeast: 108; RPL19A TOR yeast: 99; AHR act: 14; LAP4-GFP MLPCN: 91; Yeast superoxide: 118; Efflux pump mplx: 0.0; AGP1 TOR yeast: 98; CIT2 TOR yeast: 96

What do the screens show for `CC(NS(=O)(=O)c1ccc2c(c1)c(=O)n(C)c(=O)n2C)C(=O)NC1CCCCC1` (configuration not stated)?
MEP2 TOR yeast: 103; RPL19A TOR yeast: 101; AHR act: -1; LAP4-GFP MLPCN: 90; Yeast superoxide: 91; Efflux pump mplx: 0.0; AGP1 TOR yeast: 107; CIT2 TOR yeast: 106

What do the screens show for `O=C(c1ccccc1Br)N1CCC(c2nc3ccccc3s2)CC1`?
MEP2 TOR yeast: 104; RPL19A TOR yeast: 107; AHR act: 1; LAP4-GFP MLPCN: 93; Yeast superoxide: 132; Efflux pump mplx: -0.1; AGP1 TOR yeast: 89; CIT2 TOR yeast: 100

How did CCOC(=O)c1sc(=S)n(-c2ccc(Cl)cc2)c1SC do in these assays?
MEP2 TOR yeast: 98; RPL19A TOR yeast: 94; AHR act: 4; LAP4-GFP MLPCN: 94; Yeast superoxide: 116; Efflux pump mplx: 0.2; AGP1 TOR yeast: 89; CIT2 TOR yeast: 93

How did Cc1ccc(CSC2=NCCN2C(=O)c2ccc([N+](=O)[O-])cc2)cc1 do in these assays?
MEP2 TOR yeast: 106; RPL19A TOR yeast: 115; AHR act: 5; LAP4-GFP MLPCN: 117; Yeast superoxide: 98; Efflux pump mplx: 0.3; AGP1 TOR yeast: 96; CIT2 TOR yeast: 94

How did Cc1nc2ccc(C(=O)N3c4ccccc4CC3C)cc2s1 (configuration not stated) do in these assays?
MEP2 TOR yeast: 100; RPL19A TOR yeast: 96; AHR act: 8; LAP4-GFP MLPCN: 101; Yeast superoxide: 72; Efflux pump mplx: 0.1; AGP1 TOR yeast: 91; CIT2 TOR yeast: 89

Results for CCn1cc(C(=O)Nc2sc(C)c(C)c2C(=O)OC)cn1 ?
MEP2 TOR yeast: 109; RPL19A TOR yeast: 100; AHR act: 34; LAP4-GFP MLPCN: 97; Yeast superoxide: 109; Efflux pump mplx: 0.0; AGP1 TOR yeast: 105; CIT2 TOR yeast: 102

How did CCOC(=O)Cn1nc(C)c2c1CCCC2=O do in these assays?
MEP2 TOR yeast: 109; RPL19A TOR yeast: 106; AHR act: 8; LAP4-GFP MLPCN: 103; Yeast superoxide: 105; Efflux pump mplx: 0.0; AGP1 TOR yeast: 108; CIT2 TOR yeast: 105

How did COc1cc(NC(=O)c2ccccc2)c(OC)cc1NC(=O)Cc1ccccc1 do in these assays?
MEP2 TOR yeast: 103; RPL19A TOR yeast: 98; AHR act: 8; LAP4-GFP MLPCN: 107; Yeast superoxide: 102; Efflux pump mplx: -0.2; AGP1 TOR yeast: 92; CIT2 TOR yeast: 97

How did C=C/C(C)=C/C[C@H]1C(=C)CCC2[C@](C)(C(=O)O)CCC[C@@]21C (some centres not stated) do in these assays?
MEP2 TOR yeast: 100; RPL19A TOR yeast: 96; AHR act: 2; LAP4-GFP MLPCN: 109; Yeast superoxide: 91; Efflux pump mplx: 0.4; AGP1 TOR yeast: 95; CIT2 TOR yeast: 90

What do the screens show for `CC(C)C(=O)Nc1nnc(S(=O)(=O)N2CCc3ccccc32)s1`?
MEP2 TOR yeast: 95; RPL19A TOR yeast: 100; AHR act: 3; LAP4-GFP MLPCN: 103; Yeast superoxide: 117; Efflux pump mplx: 1.2; AGP1 TOR yeast: 100; CIT2 TOR yeast: 96

What do the screens show for `Cc1ccc(NC(=O)COC(=O)CN2CCCCCC2=O)cc1C`?
MEP2 TOR yeast: 100; RPL19A TOR yeast: 94; AHR act: -1; LAP4-GFP MLPCN: 96; Yeast superoxide: 105; Efflux pump mplx: -0.1; AGP1 TOR yeast: 95; CIT2 TOR yeast: 87

Results for COc1ccc(S(=O)(=O)N2CCOC23CCN(S(=O)(=O)c2ccc(F)cc2)CC3)cc1 ?
MEP2 TOR yeast: 97; RPL19A TOR yeast: 99; AHR act: 1; LAP4-GFP MLPCN: 119; Yeast superoxide: 88; Efflux pump mplx: -0.1; AGP1 TOR yeast: 110; CIT2 TOR yeast: 95

How did CN(CC(=O)NC1CC(C)(C)NC(C)(C)C1)S(=O)(=O)c1ccc(Br)cc1 do in these assays?
MEP2 TOR yeast: 100; RPL19A TOR yeast: 108; AHR act: 1; LAP4-GFP MLPCN: 71; Yeast superoxide: 95; Efflux pump mplx: 0.0; AGP1 TOR yeast: 93; CIT2 TOR yeast: 91

How did O=C(O)CN=C(NS(=O)(=O)c1ccc(Cl)cc1)c1ccccc1 do in these assays?
MEP2 TOR yeast: 94; RPL19A TOR yeast: 97; AHR act: 3; LAP4-GFP MLPCN: 97; Yeast superoxide: 105; Efflux pump mplx: 0.5; AGP1 TOR yeast: 93; CIT2 TOR yeast: 91

Results for O=C(Nc1ccccc1F)C1CCCC1 ?
MEP2 TOR yeast: 101; RPL19A TOR yeast: 92; AHR act: -3; LAP4-GFP MLPCN: 88; Yeast superoxide: 91; Efflux pump mplx: 0.1; AGP1 TOR yeast: 100; CIT2 TOR yeast: 99

How did Cc1c(C(=O)Nc2c(F)cccc2F)sc2ncnc(N3CCN(c4ccccc4)CC3)c12 do in these assays?
MEP2 TOR yeast: 106; RPL19A TOR yeast: 101; AHR act: 0; LAP4-GFP MLPCN: 114; Yeast superoxide: 98; Efflux pump mplx: -0.1; AGP1 TOR yeast: 101; CIT2 TOR yeast: 93

Results for CC(=O)Nc1ccc(C(=O)CN2C(=O)CSC2=O)cc1 ?
MEP2 TOR yeast: 106; RPL19A TOR yeast: 105; AHR act: -2; LAP4-GFP MLPCN: 92; Yeast superoxide: 102; Efflux pump mplx: 0.1; AGP1 TOR yeast: 103; CIT2 TOR yeast: 102

Results for COc1ccccc1/C=C/C=N/n1c(-c2ccccc2)n[nH]c1=S ?
MEP2 TOR yeast: 93; RPL19A TOR yeast: 97; AHR act: 11; LAP4-GFP MLPCN: 104; Yeast superoxide: 98; Efflux pump mplx: -0.1; AGP1 TOR yeast: 96; CIT2 TOR yeast: 96

What do the screens show for `Cc1ccc(-c2nc(N/N=C/c3ccncc3)c3ccccc3n2)cc1`?
MEP2 TOR yeast: 101; RPL19A TOR yeast: 92; AHR act: 64*; LAP4-GFP MLPCN: 125; Yeast superoxide: 103; Efflux pump mplx: 0.0; AGP1 TOR yeast: 89; CIT2 TOR yeast: 92

Results for CSc1nc(N)nc(SCC(=O)C23CC4CC(CC(C4)C2)C3)c1C#N ?
MEP2 TOR yeast: 105; RPL19A TOR yeast: 102; AHR act: 6; LAP4-GFP MLPCN: 103; Yeast superoxide: 94; Efflux pump mplx: -0.1; AGP1 TOR yeast: 100; CIT2 TOR yeast: 103

What do the screens show for `COC(=O)[C@@]12CCCCN1[C@H](c1ccc(-c3ccccc3)c(OC)c1)[C@H]1C(=O)N(C)C(=O)[C@H]12`?
MEP2 TOR yeast: 106; RPL19A TOR yeast: 105; AHR act: -1; LAP4-GFP MLPCN: 100; Yeast superoxide: 117; Efflux pump mplx: 0.0; AGP1 TOR yeast: 108; CIT2 TOR yeast: 100

How did Fc1ccc(OCc2nn[nH]n2)c(F)c1 do in these assays?
MEP2 TOR yeast: 108; RPL19A TOR yeast: 100; AHR act: 8; LAP4-GFP MLPCN: 100; Yeast superoxide: 93; Efflux pump mplx: 0.0; AGP1 TOR yeast: 95; CIT2 TOR yeast: 98

Results for CC(=O)c1c(C)nc(-c2ccc(Cl)cc2)nc1NC(=O)C(C)C ?
MEP2 TOR yeast: 110; RPL19A TOR yeast: 100; AHR act: 116*; LAP4-GFP MLPCN: 108; Yeast superoxide: 103; Efflux pump mplx: -0.1; AGP1 TOR yeast: 103; CIT2 TOR yeast: 96

What do the screens show for `CC(=O)Nc1ccc(NC(=O)C(C)OC(=O)CCSc2ccccc2Cl)cc1` (configuration not stated)?
MEP2 TOR yeast: 108; RPL19A TOR yeast: 106; AHR act: -1; LAP4-GFP MLPCN: 106; Yeast superoxide: 103; Efflux pump mplx: 0.2; AGP1 TOR yeast: 105; CIT2 TOR yeast: 103

How did O=S(=O)(c1ccccc1)n1c(C(O)c2ccccn2)cc2ccccc21 (configuration not stated) do in these assays?
MEP2 TOR yeast: 106; RPL19A TOR yeast: 102; AHR act: 15; LAP4-GFP MLPCN: 112; Yeast superoxide: 76; Efflux pump mplx: -0.1; AGP1 TOR yeast: 99; CIT2 TOR yeast: 90

Results for COCc1[nH]nc2c1C(c1ccnc3ccccc13)C(C#N)=C(N)O2 (configuration not stated) ?
MEP2 TOR yeast: 122; RPL19A TOR yeast: 108; AHR act: -1; LAP4-GFP MLPCN: 106; Yeast superoxide: 105; Efflux pump mplx: 0.0; AGP1 TOR yeast: 101; CIT2 TOR yeast: 104

What do the screens show for `Cc1cccc2c3c([nH]c12)CCN(C)C3`?
MEP2 TOR yeast: 97; RPL19A TOR yeast: 102; AHR act: 25; LAP4-GFP MLPCN: 95; Yeast superoxide: 120; Efflux pump mplx: -0.1; AGP1 TOR yeast: 102; CIT2 TOR yeast: 104

Results for CC(=O)/C(=N/Nc1ccc(Br)cc1)N1CCCc2ccccc21 ?
MEP2 TOR yeast: 94; RPL19A TOR yeast: 102; AHR act: 4; LAP4-GFP MLPCN: 123; Yeast superoxide: inactive; Efflux pump mplx: -0.2; AGP1 TOR yeast: 117; CIT2 TOR yeast: 100

What do the screens show for `CCc1ccc(-c2csc3ncn(CC(=O)N4CCOCC4)c(=O)c23)cc1`?
MEP2 TOR yeast: 99; RPL19A TOR yeast: 98; AHR act: -1; LAP4-GFP MLPCN: 95; Yeast superoxide: 90; Efflux pump mplx: 0.0; AGP1 TOR yeast: 101; CIT2 TOR yeast: 92

What do the screens show for `COc1ccc(NC(=O)CN2C(=O)NC3(CC(C)CC(C)(C)C3)C2=O)cc1S(=O)(=O)N1CCCCC1` (configuration not stated)?
MEP2 TOR yeast: 91; RPL19A TOR yeast: 92; AHR act: -1; LAP4-GFP MLPCN: 98; Yeast superoxide: 90; Efflux pump mplx: -0.1; AGP1 TOR yeast: 99; CIT2 TOR yeast: 95

Results for COc1ccc(OCC(=O)Nc2cccc(-c3nc4ccccc4[nH]3)c2)cc1 ?
MEP2 TOR yeast: 97; AHR act: 31; LAP4-GFP MLPCN: 103; Yeast superoxide: 84; Efflux pump mplx: 0.1; AGP1 TOR yeast: 102; CIT2 TOR yeast: 107

What do the screens show for `Cc1cccc(Oc2ccc(N)cc2)c1`?
MEP2 TOR yeast: 95; RPL19A TOR yeast: 93; AHR act: 2; LAP4-GFP MLPCN: 112; Yeast superoxide: 82; Efflux pump mplx: 0.2; AGP1 TOR yeast: 94; CIT2 TOR yeast: 90
